Source: PubChem (The Scripps Research Institute Molecular Screening Center)
UHRF1 binding: human UHRF1 methylated DNA binding inhibitors; UHRF1 binding to methylated oligo, TR-FRET; inhibition, % at 4.4 µM; hit rate 0.75% among 370,000; Q96T88; in the data active means inhibition above about 21%;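 further: UHRF1 SRA domain binding a hemimethylated CpG hairpin DNA probe; 0% = median of test compound wells and 100% = reference inhibitor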
DDE Tn7 FP inh: inhibitors of Tn7 peptide binding to human fibrin DD(E); FP displacement of FITC-Tn7 peptide from fibrin DD(E); 0% = median of compound wells per plate; inhibition, % at 8.3 µM; hit rate 0.13% among 370,000;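 active means inhibition above the mean of compounds falling within the control limits plus 3 SD of them, cut at about 14% in these data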;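 further: 0% = plate median of compound wells and 100% = 10 µM Aha-Tn7 peptide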
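System: human fibrin DD(E); quantity: Fibrin-DD(E) at 2 µM final; also added: fluorescent Tn7 probe at 0.1 µM; compound dosing: single nominal test concentration of 8.3 µM per compound; schedule: 10 min preincubation, 3 h with tracer, room temperature; detection: fluorescence polarization of the labelled Tn7 tracer; repeats: one replicate per compound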
LEDGF integ inh: blocks HIV-1 LEDGF/p75-dependent DNA integration; TR-FRET IN-LEDGF/p75 DNA integration, Eu/Cy5; inhibition, % at 3.7 µM; hit rate 0.64% among 370,000;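 active means inhibition above the screen-wide mean plus 3 SD, cut at about 13% in these data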;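 further: signal is the Cy5 over europium emission ratio at 671 and 618 nm; 0% = plate median of compound wells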
PRMT1 inh: inhibitors of human PRMT1. Q99873. recombinant PRMT1, activity-based probe fluorescence polarization. inhibition, % at 2.79 µM. hit rate 1.3% among 370,000;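 active means inhibition above about 21% made by adding two undisclosed values, limit read from the data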
Target sequence (Q99873 whole entry, looked up): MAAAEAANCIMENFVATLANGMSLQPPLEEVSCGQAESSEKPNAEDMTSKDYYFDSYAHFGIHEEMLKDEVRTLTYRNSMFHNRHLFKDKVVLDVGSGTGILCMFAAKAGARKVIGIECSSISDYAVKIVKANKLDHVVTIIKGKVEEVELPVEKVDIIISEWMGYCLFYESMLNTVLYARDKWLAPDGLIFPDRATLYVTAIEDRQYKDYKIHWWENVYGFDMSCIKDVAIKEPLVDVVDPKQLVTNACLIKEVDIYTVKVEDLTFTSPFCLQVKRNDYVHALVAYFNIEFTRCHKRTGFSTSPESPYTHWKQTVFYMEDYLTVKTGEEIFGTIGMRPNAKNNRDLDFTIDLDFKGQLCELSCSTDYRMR
PG9 binder: binds the HIV-1 gp120 antibody PG9; inhibition, % at 6.7 µM; hit rate 0.43% among 360,000; TR-FRET gp120-PG9 antibody binding; in the data active means inhibition above about 8.5%
TCR CD3 inh: blocks the human TCR-CD3 interaction; TAMRA-labeled TCR probe fluorescence, biochemical; inhibition, % at 9.4 µM; hit rate 0.37% among 360,000; AID 651800; in the data active means inhibition above about 19%;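 further: recombinant mutant TCR 2C K166C tagged with TAMRA read by polarization; 0% = receptor in buffer alone and 100% = receptor with positive control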
TDP2 absorb: blocks human TDP2 phosphodiesterase activity; inhibition, % at 12.8 µM; recombinant TDP2, T5PNP hydrolysis, p-nitrophenol absorbance 415 nm; AID 720702; hit rate 0.34% among 370,000; O95551;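 active means inhibition above the mean of all tested compounds plus 3 SD, set per campaign, cut at about 25% in these data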;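 further: 0% = DMSO with enzyme and 100% = buffer with substrate but no TDP2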
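Test system: Human TDP2 enzyme | Reagent: 5 mM T5PNP | Compound dosing: 12.8 µM single point, 1% DMSO | Incubation: Enzyme reaction with compound for 2 h at 37 °C | Technique: p-Nitrophenol epi absorbance | Read-out: % inhibition relative to enzyme-containing and enzyme-free wells | Benchmarks: High control without enzyme, low control DMSO plus TDP2 | Replicates: Singlicate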
ABHD4 inh: inhibitors of mouse ABHD4; purified mABHD4, FP-Rh probe fluorescence polarization; inhibition, % at 8.92 µM; Q8VD66; hit rate 0.54% among 370,000;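 active means inhibition exceeding the mean over every tested compound plus 3 SD, cut at about 30% in these data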;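 further: 0% = plate median of compound wells and 100% = S159A mutant with DMSO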
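Test system: mABHD4 protein | Buffer or medium: HEPES pH 7.0 buffer, 150 mM NaCl, 0.01% Pluronic F-127 | Probe or stimulus: FP-Rh fluorescent activity-based probe, added after compound pre-incubation | Timing: Pre-incubation 45 min, probe exposure 60 min, at 25 °C | Technique: Fluorescence polarization, excitation 525 nm, emission 598 nm, BODIPY TMR filters | Repeats: Single well per compound (singlicate)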
SIAE inh: inhibitors of human sialic acid acetylesterase SIAE. hit rate 0.69% among 370,000. SIAE FP-Rh probe binding, fluorescence polarization. Q9HAT2. inhibition, % at 9.66 µM;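 active means inhibition above a cutoff: mean of compounds within the control limits plus 3 SD of those, cut at about 17% in these data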;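 further: 0% = plate median of compound wells and 100% = probe without SIAE protein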
HTRA1 inh: inhibitors of human serine peptidase HTRA1 | recombinant HTRA1, FP-rhodamine activity-based probe, fluorescence polarization | inhibition, % at 5.96 µM | hit rate 0.5% among 340,000; in the data active means inhibition above about 36%;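 further: 0% = enzyme with DMSO and 100% = wells lacking enzyme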
Target sequence (Q92743 whole entry, looked up): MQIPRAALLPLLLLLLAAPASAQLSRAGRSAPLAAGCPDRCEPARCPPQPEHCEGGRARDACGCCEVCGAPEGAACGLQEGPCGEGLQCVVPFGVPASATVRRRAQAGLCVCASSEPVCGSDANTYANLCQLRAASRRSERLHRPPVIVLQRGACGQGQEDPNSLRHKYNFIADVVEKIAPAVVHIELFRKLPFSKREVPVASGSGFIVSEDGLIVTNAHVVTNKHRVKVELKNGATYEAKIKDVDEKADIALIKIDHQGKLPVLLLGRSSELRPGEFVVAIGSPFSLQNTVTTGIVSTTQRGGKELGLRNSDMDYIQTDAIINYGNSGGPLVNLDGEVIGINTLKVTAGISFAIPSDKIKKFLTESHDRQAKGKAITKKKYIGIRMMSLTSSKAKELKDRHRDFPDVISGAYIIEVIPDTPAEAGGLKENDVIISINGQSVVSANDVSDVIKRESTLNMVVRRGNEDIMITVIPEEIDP
The depositor's hits bear a star; · = not tested or not shown.

SMILES	UHRF1 binding	DDE Tn7 FP inh	LEDGF integ inh	PRMT1 inh	PG9 binder	TCR CD3 inh	TDP2 absorb	ABHD4 inh	SIAE inh	HTRA1 inh
O=C(/C=C/c1ccccc1)Nc1cccc(C(=O)NC2CC2)c1	1	2	4	-3	-1.0	3	-11	-6	-5	-4
CCc1nnc(NC(=O)c2cc(S(=O)(=O)N3CCN(c4ccccc4)CC3)ccc2Cl)s1	-3	1	0	-2	-1.9	6	-5	1	-5	-14
Cc1cc(C)cc(NC(=O)CN(Cc2ccccc2)S(C)(=O)=O)c1	5	-1	4	-5	1.4	-6	9	1	3	-14
CC1CCCC(NC(=O)COC(=O)c2ccc3ccccc3n2)C1C (centres undefined)	2	1	-4	3	15*	-1	8	1	1	-5
O=C1C(Sc2cccc(F)c2)=C[C@@]2(O)CC[C@@H](O)[C@]1(Sc1cccc(F)c1)[C@H]2O	-2	-11	-1	9	-1.5	5	2	15	3	·
O=C(NN=Cc1ccc(-c2ccccc2)cc1)c1cc(-c2ccc(Cl)cc2)n[nH]1	0	-7	4	-4	·	·	3	-11	-1	·
OCCCc1nc2ccccc2n1CCc1ccccc1	-1	7	-1	0	-1.9	3	12	-1	3	1
O=C(COc1ncnc2cc([N+](=O)[O-])ccc12)NCc1ccc2c(c1)OCO2	-3	-1	3	-1	0.3	6	3	0	4	1
O=C(NCc1ccc(F)cc1)c1cc(C2CCCN(C(=O)C3CCCCC3)C2)on1 (centres undefined)	3	-5	3	-4	-0.4	-9	-9	-1	-1	·
CCOc1ccc(C)cc1S(=O)(=O)Nc1cccnc1	2	1	8	-2	-1.1	-5	-9	-7	-4	-1

Reformatted: two of the compounds above
| mol | UHRF1 binding | DDE Tn7 FP inh | LEDGF integ inh | PRMT1 inh | PG9 binder | TCR CD3 inh | TDP2 absorb | ABHD4 inh | SIAE inh | HTRA1 inh |
| --- | --- | --- | --- | --- | --- | --- | --- | --- | --- | --- |
| OCCCc1nc2ccccc2n1CCc1ccccc1 | -1 | 7 | -1 | 0 | -1.9 | 3 | 12 | -1 | 3 | 1 |
| O=C1C(Sc2cccc(F)c2)=C[C@@]2(O)CC[C@@H](O)[C@]1(Sc1cccc(F)c1)[C@H]2O | -2 | -11 | -1 | 9 | -1.5 | 5 | 2 | 15 | 3 | · |

The results go on.
SMILES	UHRF1 binding	DDE Tn7 FP inh	LEDGF integ inh	PRMT1 inh	PG9 binder	TCR CD3 inh	TDP2 absorb	ABHD4 inh	SIAE inh	HTRA1 inh
CCc1nnc(NS(=O)(=O)c2ccc(NC(=O)/C=C/c3ccc(F)cc3)cc2)s1	0	-2	5	0	-1.6	7	1	-40	-19	-37
Cc1cccc(NC(=O)CN(C)C(=O)Cc2ccc(-c3ccccc3)cc2)c1C	-2	-3	3	-3	-3.4	4	-4	-6	0	-17
CCOC(=O)c1[nH]cnc1C(=O)NCc1ccccc1	2	1	2	-4	-1.8	0	1	-5	4	-10
Cc1ccccc1-n1ncc2c(SCC(=O)NCc3cccs3)ncnc21	1	-1	0	1	2.3	5	0	0	-2	2
O=C(NCC1CCCO1)/C(=C/c1cn(-c2ccccc2)nc1-c1cccnc1)NC(=O)c1ccccc1 (centres undefined)	-2	-3	2	1	-2.3	2	-4	1	-1	0
CN(NC(=O)c1ccccc1F)c1ccc([N+](=O)[O-])cn1	1	-6	-1	-1	-0.2	-7	1	-1	-2	4
Cc1ccc(S(=O)(=O)NCCC(=O)OCC(=O)N2CCCC2=O)cc1C	2	-5	0	4	0.4	-5	-3	4	0	3
CSc1nnc(Cn2c(=O)sc3ccccc32)n1C	-4	-1	3	-5	0.3	1	-1	-3	-2	7
Cc1nn(Cc2ccccc2)c(C)c1CNC(=O)CN=C1NS(=O)(=O)c2ccccc21	-2	-5	4	-3	0.6	-3	1	2	1	5
Cc1cc(C)n2nc(NCc3cccc(Br)c3)nc2n1	3	3	-4	7	-0.1	-9	-6	-3	7	4
COc1ccccc1N1CCN(C(=O)c2sc3nc(-c4ccccc4)cn3c2C)CC1	-1	-4	0	1	0.7	-4	9	-16	-1	-9
COc1ccc(-n2cc(C(=O)c3ccccc3O)cn2)cc1	-3	5	3	-1	-0.3	2	12	-8	-5	-15
COc1cccc(-c2nc3nc(C)cc(C)n3c2Nc2c(C)cccc2C)c1	-2	5	0	3	-0.8	-24	2	-32	-14	·
Cn1ccc(-c2cc(C(=O)O)c3ccccc3n2)n1	-2	5	2	-3	-0.6	3	2	-2	3	3
O=C(CNC(=O)c1ccc(Br)o1)NCC(=O)OCc1ccccc1	1	-6	1	-1	-0.9	6	-7	5	-1	-7
CN(C)Cc1c(O)ccc2c(=O)c(-c3ccccc3Cl)c(C(F)(F)F)oc12	-2	-5	2	-3	-1.2	10	2	-3	-1	-6
NC(=O)COn1c(SCC(N)=O)nc2ccccc2c1=O	0	6	-4	-5	2.5	-5	5	9	2	6
CCCCCCSc1cc(-c2nc3cc(C)ccn3c2NC2CCCCC2)ccc1OC	-3	-3	-1	-1	1.4	2	0	22	6	1
CCCCC(=O)N[C@H]1CC[C@@]23CCCN2C(=O)CCC[C@H]3[C@H]1C	-1	-2	1	-2	·	·	3	2	-3	·
CN1N=C(C(=O)N2CCCC(Nc3ccc(F)c(F)c3)C2)CCC1=O (centres undefined)	-4	-1	2	-3	-0.9	5	13	0	8	-1
Nc1nc(=O)n(C2CCCO2)cc1Br (centres undefined)	3	-3	8	2	-0.5	8	4	5	-3	2
CS(=O)(=O)NN1C(=O)c2ccccc2NC1c1cccs1 (centres undefined)	1	4	0	-3	-0.7	-2	-3	1	-2	1
COCCCN=C1NN=C(c2cc(C)n(-c3ccccc3F)c2C)CS1	-4	-1	-1	-1	0.3	-7	1	10	7	0
COc1ccc(-c2cc3c(=O)n(CC(=O)NC4CCN(Cc5ccccc5)CC4)ncn3n2)cc1	4	-5	2	-4	-1.1	-1	5	2	1	-4
Cc1cc(C)c2c(=O)[nH]c(=O)n(Cc3ccccc3)c2n1	-2	-4	4	-1	3.2	0	-6	1	-3	-5
CCOC(=O)Nc1c(O)ccc2oc(C)c(-c3ccccc3)c12	1	7	1	11	-0.1	-15	0	13	1	9
Cc1ccc(S(=O)(=O)NCc2ccccc2)cc1C(=O)NCC1CCCO1 (centres undefined)	-3	-6	0	-2	1.1	0	8	0	-3	-4
CN(CC(=O)Nc1ccc(Cl)cc1)C(=O)c1cc(-c2cccs2)nn1-c1ccccc1	1	0	-1	-1	0.4	3	-2	0	-13	-41
Cc1ccccc1C1CCC2(CCC(=O)N2CC[C@@H](O)c2ccccc2)CC1 (some centres undefined)	-1	-1	-5	5	·	·	-4	6	-2	·
COc1ccc2nc(C)cc(SCC(=O)N/N=C/c3ccco3)c2c1	-1	7	2	17	-1.1	2	-4	-6	12	-9

Individual results from the entries so far:
Under DDE Tn7 FP inh, Cc1ccccc1C1CCC2(CCC(=O)N2CC[C@@H](O)c2ccccc2)CC1 (some centres undefined) is entered as -1
Under TCR CD3 inh, Nc1nc(=O)n(C2CCCO2)cc1Br (centres undefined) is entered as 8

(more compounds)
SMILES	UHRF1 binding	DDE Tn7 FP inh	LEDGF integ inh	PRMT1 inh	PG9 binder	TCR CD3 inh	TDP2 absorb	ABHD4 inh	SIAE inh	HTRA1 inh
CS(=O)(=O)N(CC(=O)N1CCN(C(c2ccccc2)c2ccccc2)CC1)C1CCCCC1	-3	-8	-1	-1	1.1	1	2	3	3	2
CC1=NN(c2ccccc2)C(=O)/C1=C\c1cn(-c2ccccc2)nc1C	6	0	-3	-1	-1.8	-1	-4	11	5	-2
CC1Cc2ccccc2N1C(=O)CCS(=O)(=O)c1cccc2nonc12 (centres undefined)	-1	9	1	-4	-0.5	3	-7	1	8	-1
Cc1ccc(NC(=O)c2oc3ccccc3c2NC(=O)c2ccc3c(c2)OCO3)cc1	-2	-5	2	0	0.6	6	8	-2	-16	2
Cc1cc([N+](=O)[O-])c(C)cc1-c1ccc(/C=N/n2cnnc2)o1	-2	-5	5	-1	-0.9	3	3	1	3	6
COc1ncccc1C(=O)N1CCCC(N2CCN(c3ccc(F)cc3)CC2)C1 (centres undefined)	0	1	1	-2	-3.5	8	10	-2	8	-9
CSCCC1NC(=O)N(CC(=O)Nc2cccc3ccccc23)C1=O (centres undefined)	-1	2	-4	1	-3.3	-1	-1	-7	8	9
Cc1ccc(-n2c(=O)[nH]cc(C(=O)Nc3ccc4c(c3)OCO4)c2=O)cc1C	1	-6	0	-1	-1.3	3	-5	3	4	-3
CC(C)CC(=O)NC(Nc1ccccc1F)C(Cl)(Cl)Cl (centres undefined)	1	-1	1	-1	-0.2	-4	-4	-1	7	-9
O=C(CCNC(=O)c1ccc(Br)cc1)NC1CCCCCC1	19	-1	4	-5	-1.2	-3	-20	-3	-8	-4
CCCCc1nc2cc(C(=O)NCCc3c(C)n[nH]c3C)ccc2o1	0	6	0	1	0.6	13	5	2	-1	-5
C=CCNC(=O)c1sc(=S)n(-c2ccc(C(=O)OCC)cc2)c1N	1	-2	-4	2	1.2	3	11	1	6	-2
Cc1cc(C)c2c(n1)SCC(=O)N2CC(=O)Nc1ccccc1Cl	1	3	1	0	2.7	1	11	-3	-1	-4
O=C(COc1ccccc1)N(Cc1cc2ccccc2[nH]c1=O)CC1CCCO1 (centres undefined)	3	-1	-2	4	0.6	-7	-8	-5	-2	-4
Cn1ccnc1Sc1ccccc1[N+](=O)[O-]	-3	-7	3	-3	0.8	3	-3	-3	1	0
O=C(NCc1ccco1)C1CC(c2ccccc2O)=NO1 (centres undefined)	1	-10	2	-2	1.5	5	-8	2	6	-2
O=C(O)CCn1c(SCc2cc(=O)n3ccccc3n2)nc2ccsc2c1=O	0	-2	2	-3	-1.9	1	-1	-3	10	2
O=C1C(C=NCCCn2ccnc2)=C(O)c2ccccc21	0	-2	2	-2	5.1	-4	7	0	7	6
Brc1ccc(Cn2c(-c3cncs3)nc3ccccc32)cc1	-2	3	1	2	0.7	8	8	2	-3	-25
Cc1ccccc1N1CCN(C2CCCN(C(=O)c3noc4c3CCCC4)C2)CC1 (centres undefined)	3	-1	-3	2	-1.9	-2	-13	8	0	-2
Cc1nn(-c2ccccc2)c(C)c1/C=C/C(=O)OCC(=O)NC1CCS(=O)(=O)C1 (centres undefined)	-4	4	3	6	-2.1	8	4	-4	11	-7
COc1ccc(NC(=O)C(c2ccc(C)cc2)N(C)C(=O)Cc2cccs2)cc1 (centres undefined)	2	-9	4	1	-1.0	-2	-7	-8	2	-15
COc1ccc(C2NC(=S)NC(C)=C2C(=O)c2ccccc2)cc1OC (centres undefined)	0	1	1	3	-0.5	3	0	2	6	-2
O=C(O)c1cccc(NC(=O)c2cn(-c3ccccc3)nc2-c2ccc([N+](=O)[O-])cc2)c1	0	-8	7	0	2.2	-10	-24	-18	-15	-6
Cc1cc(Cl)ccc1NC(=S)NC1CCCC1	3	-4	2	-4	0.1	-2	-7	-1	3	1

Compounds as they come. About 4.2% of those tested had a hit in this group.
